# POLB inh: inhibitors of human DNA polymerase beta | Pol beta primer extension/strand displacement, fluorescence kinetic | Potency, µM (series often up to 114 µM), for the others: top-dose activity change, negative = inhibition, most hits filed as inhibitors | 340,000 compounds, 1.3% hits; further: potency means the concentration at half of the fitted maximal effect; on the % scale 0 is the no-effect control and ±100 the full control effect
#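 Human Pol beta at 10 nM; strand-displacement substrate 50 nM final. Compound exposure 15 min at room temperature before start, reaction 10 min at room temperature.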
# POLH inh: DNA polymerase eta (human) inhibition. Q9Y253. recombinant Pol eta, fluorescent DNA replication assay. Potency, µM (series often up to 114 µM), inactives show at the top dose activity change, negative = inhibition, usual class: inhibitors. 390,000 compounds, 1.2% hits. AID 588591; further: potency means the concentration at half of the fitted maximal effect; on the % scale 0 is the no-effect control and ±100 the full control effect
#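 Fluorescent replication assay: 50 nM final substrate added after a 15 min room-temperature compound preincubation with 10 nM enzyme. Signal taken at 0 min and again at 10 min.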
# POLI inh: inhibitors of human DNA polymerase iota; Pol iota fluorescent replication assay, 10 min; Potency, µM (series often up to 115 µM), inactives show top-dose activity, negative = inhibition, most hits filed as inhibitors; 390,000 compounds, 1% hits; AID 588590; further: potency means the concentration at half of the fitted maximal effect
#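 Pol iota at 10 nM preincubated 15 min with compounds at room temperature; reaction started with fluorescent substrate, 50 nM final. Fluorescence read kinetically at 0 and 10 min; buffer-only wells as negative control.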
# RXFP1 antag: blocks the human relaxin receptor RXFP1; AID 1259400; 350,000 compounds, 0.59% hits; activity change, negative = inhibition, % at 57.5 µM; HEK293-RXFP1, relaxin-stimulated cAMP HTRF, 30 min; active compounds read low;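 active means activity change of -60% or lower, but not beyond a set lower limit; inconclusive means change between -60% and -40%, or beyond the set limit; inactive means change above -40%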; further: on the % scale 0 is the no-effect control and ±100 the full control effect
# POLK inh: DNA polymerase kappa (human) inhibition. purified Pol kappa, fluorescent DNA synthesis assay, 10 min. Potency, µM (doses to about 107 µM), for the others: top-dose activity, negative = inhibition, hits mostly inhibitors. 400,000 compounds, 0.53% hits. AID 588579; further: potency means the concentration at half of the fitted maximal effect; on the % scale 0 is the no-effect control and ±100 the full control effect
#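 10 nM Pol kappa preincubated 15 min at room temperature with compounds, then reaction started with substrate at 50 nM final. Fluorescence read kinetically at 0 and 10 min; buffer-only wells served as negative control.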
# Tb PGK inh: T. brucei PGK inhibition | P07378 | 380,000 compounds, 0.043% hits | Potency, µM (doses to about 57.5 µM), for the others: at the top dose activity change, negative = inhibition, usual class: inhibitors | PGK/GAPDH coupled, Kinase-Glo luminescence, 60 min; further: potency means the concentration at half of the fitted maximal effect; on the % scale 0 is the no-effect control and ±100 the full control effect; nearly all actives have a fitted effect of over 60% in size
# Target sequence (P07378 whole entry, looked up): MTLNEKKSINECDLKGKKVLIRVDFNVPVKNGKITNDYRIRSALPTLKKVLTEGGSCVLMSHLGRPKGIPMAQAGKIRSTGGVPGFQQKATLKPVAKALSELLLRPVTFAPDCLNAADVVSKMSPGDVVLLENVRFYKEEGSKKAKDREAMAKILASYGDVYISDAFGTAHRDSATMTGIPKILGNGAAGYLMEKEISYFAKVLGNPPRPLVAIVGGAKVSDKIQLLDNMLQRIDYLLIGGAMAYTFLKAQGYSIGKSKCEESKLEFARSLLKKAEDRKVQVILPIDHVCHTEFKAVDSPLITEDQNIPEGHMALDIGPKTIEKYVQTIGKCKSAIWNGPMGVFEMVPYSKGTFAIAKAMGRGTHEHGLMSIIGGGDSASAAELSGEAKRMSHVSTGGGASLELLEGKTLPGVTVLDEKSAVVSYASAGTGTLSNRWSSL
#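 Recombinant glycosomal PGK reaction used 1,3-bisphosphoglycerate generated in-well by GAPDH (100nM final) in 100mM TEA pH 7.6, 5mM MgCl2, 0.01% Tween-20. After 60 minutes at room temperature, ATP was read by Kinase-Glo Plus luminescence end-point.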
# BLM inh: inhibitors of human Bloom syndrome helicase BLM. 350,000 compounds, 0.2% hits. P54132. Potency, µM (series often up to 56.1 µM), inactives show top-dose activity change, negative = inhibition, actives largely listed as inhibitors. recombinant BLM DNA unwinding, fluorescence dequenching;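 further: potency means the concentration at half of the fitted maximal effect; plate controls were vehicle for no effect and no enzyme for full effect; nearly all actives have a fitted effect of over 35% in size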
# Apoferritin bind: candidate novel general anesthetic via apoferritin binding | apoferritin/1-aminoanthracene competitive binding, fluorescence | Potency, µM (highest dose often 77.5 µM), without a hit: at the highest dose activity change, negative = displacement, most hits filed as inhibitors | 350,000 compounds, 0.074% hits | AID 485281; further: potency means the concentration at half of the fitted maximal effect; on the % scale 0 is the no-effect control and ±100 the full control effect; nearly all actives have a fitted effect of over 20% in size
# Target sequence (P02791 2-175 limits assumed): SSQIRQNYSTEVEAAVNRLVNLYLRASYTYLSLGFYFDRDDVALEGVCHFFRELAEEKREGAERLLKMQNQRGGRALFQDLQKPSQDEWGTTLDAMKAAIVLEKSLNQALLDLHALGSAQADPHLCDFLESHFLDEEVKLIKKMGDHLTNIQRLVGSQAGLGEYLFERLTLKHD
#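 Steps: apoferritin (10 uM) was premixed with half-saturated 1-AMA in PBS, compounds were pin-transferred, plates stood 10 min at room temperature, fluorescence was read at 380/535 nm, and curves were fitted with a Hill equation.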
# APE1 inh: APE1 (human) endonuclease inhibition | Potency, µM (titrated, usually from 65.8 µM), for the others: at the top dose activity change, negative = inhibition, hits mostly inhibitors | AID 2517 | 350,000 compounds, 0.35% hits | recombinant APE1, TAMRA/BHQ-2 abasic DNA cleavage fluorescence;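 further: potency means the concentration at half of the fitted maximal effect; plate controls were vehicle for no effect and reference inhibitor for full effect; nearly all actives have a fitted effect of over 55% in size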
# Target sequence (P27695 whole entry, looked up): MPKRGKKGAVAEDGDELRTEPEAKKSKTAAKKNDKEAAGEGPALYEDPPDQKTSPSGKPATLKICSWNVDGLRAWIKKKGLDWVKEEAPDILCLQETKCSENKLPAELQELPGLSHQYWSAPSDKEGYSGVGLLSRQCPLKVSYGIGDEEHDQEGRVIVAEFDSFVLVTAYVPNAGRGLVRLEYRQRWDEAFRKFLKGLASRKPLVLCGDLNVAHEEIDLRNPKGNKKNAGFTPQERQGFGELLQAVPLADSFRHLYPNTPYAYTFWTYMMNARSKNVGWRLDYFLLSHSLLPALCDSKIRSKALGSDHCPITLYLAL
#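 Compound pre-exposure to 0.75 nM APE1, 15 min at ambient temperature. Reaction initiated with 50 nM TAMRA/BHQ-2 THF substrate, read immediately in kinetic mode, 525 nm excitation, 598 nm emission.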
# The depositor's hits bear a star; i = inactive; ? = inconclusive; . = not tested or not shown; & = joins results of further samples; [ ] = another dose, or the depositor's remark. Unless noted, the call rests on the fitted dose curve; in most records, active means well fitted curve in the direction sought with a large enough effect; inconclusive means small, poorly fitted or top-dose-only effect, or another doubt; inactive means no such curve, though single readings can be large; an effect the other way counts as inactive or inconclusive.
POLB inh | POLH inh | POLI inh | RXFP1 antag | POLK inh | Tb PGK inh | BLM inh | Apoferritin bind | APE1 inh | compound
0% | -10% | 11% | 33 | -9% | . | -2% | -8% | 18% | Cc1ccc(N(CC(=O)NCCc2ccccc2)S(=O)(=O)c2c(C)noc2C)cc1
-12% | -13% | 14% | -16 | -1% | -2% | -11% | 4% | ? | O=C1c2ccccc2C2=Nc3ccccc3SC(c3cccc(F)c3)C12 (stereo not given)
. | -1% | 9% | 1 | -23% | i | . | . | 22% | CC1CC(C)CN(C(=O)COC(=O)c2nn(C)c(=O)c3ccccc23)C1 (stereo not given)
10% | -5% | 9% | 9 | -8% | 5% | -3% | -10% | 1% | O=c1c2ccccc2nnn1CSc1nnnn1-c1ccccc1
20µM* | ? | ? | -2 | -27% | 0% | -10% | -15% | -8% | Cc1sc2nc(SCC(=O)Nc3c(C)n(C)n(-c4ccccc4)c3=O)n(C)c(=O)c2c1C
-15%[57.1 µM] | -2%[57.1 µM] | ? | . | ? | i | -5% | 0% | -4%&-5%&-8% | C=CCN1CCc2c(cc(O)c(O)c2Cl)C(c2ccccc2)C1 (stereo not given)
15% | -2% | 0% | -1 | -2% | 0% | -6% | -2% | -2% | O=C(O)CCC(=O)Nc1ccc(Br)cc1C(=O)c1ccccc1Cl
1% | -6% | 4% | 11 | -3% | 5% | 1% | -13% | 2% | CCOC(=O)C1CCN(C(=O)Cn2cc(C#N)c3ccccc32)CC1
-7% | 0% | 84%[activator] | -2 | -18% | -18% | 1% | -6% | -7% | Cc1ccc(Cl)cc1NC(=S)N(CCCN1CCN(C)CC1)Cc1ccco1
-15% | -9% | -10% | -6 | -26% | i | -10% | 56%[activator] | . | O=S(=O)(c1ccc(Cl)cc1)c1nc(-c2cccs2)oc1N1CCCCC1
2% | -9% | 0% | -5 | -8% | -5% | -9% | 9% | -7% | N#Cc1nc(COc2ccc(Br)cc2)oc1N1CCCC1
1% | -12% | 30%[activator] | 8 | 0% | -3% | -3% | -5% | -1% | Cc1ccc(SCCC(=O)N2CCCC2)cc1
56% | -5% | 20% | 2 | -2%[60.1 µM] | -7% | -3% | -7% | 11% | Cc1ccc(-n2c(C)cc(C(=O)CSc3nnc4ccccn34)c2C)cc1
. | -8% | 9% | -2 | 2% | 6% | . | . | 3% | CN(C)C(CNC(=O)c1ccc(NS(=O)(=O)c2ccc(F)cc2)cc1)c1ccco1 (stereo not given)
0% | -15% | 29% | -8 | -2% | i | 3% | -14% | 6% | NC(N)=NCC(O)CN(c1ccccc1)c1ccccc1 (stereo not given)
14% | -14% | 16% | . | 4% | -7% | -2% | -5% | 1% | C/C=C(\C)C(=O)Nc1cccc(C2=NOC3(C2)C[C@@H](C(N)=O)N(C(=O)/C(C)=C/C)C3)c1 (stereo not given in full)
-10% | -9% | 3% | -5 | -10% | -6% | 4% | 1% | -2% | CCCC(=O)NC(C)C(c1cccs1)N1CCN(c2ccccc2)CC1 (stereo not given)
14% | -4% | 6% | -10 | -8% | 8% | -4% | -23% | -2% | CCc1ccc(C(=O)N2CCC(c3nc4ccccc4s3)CC2)cc1
-26% | ? | 3% | . | -8% | 0% | -2% | -10% | . | CCOCN(C(=O)Cn1c(CC(C)C)nc2ccccc21)c1c(C)cccc1CC
87% | 3% | 45%[activator] | 3 | 9% | -1% | -3% | -9% | 19% | O=C(CN1C(=O)COc2ccccc21)NCCCN1CCCCC1
-14% | -3% | 39%[activator] | -4 | -8% | -7% | -2% | -22% | 1% | Cc1cccc(NCN2C(=O)c3ccccc3C2=O)c1
55%&-10% | 5%&-11% | 109%&-9%[activator] | 11 | 3%&-8% | 3%&8% | -1%&1% | -6%&8% | 6% | Cc1c(NC(=O)c2cc(-c3ccc(Cl)cc3)on2)c(=O)n(-c2ccccc2)n1C
11% | -12% | 2% | -3 | -10% | 2% | 0% | -8% | -1% | CCCS(=O)(=O)N1CCCC(C(=O)NCCCN2CCN(c3ccc(F)cc3)CC2)C1 (stereo not given)
9% | -5% | 3% | 15 | -14% | -7% | -3% | ? | -2% | O=C(Cc1csc(N2CCOCC2)n1)N/N=C/c1ccc(F)cc1
21% | -17% | -14% | . | 4% | i | -1% | 0% | ? | CCn1ncc(Br)c1C(=O)Nc1ccc(F)c([N+](=O)[O-])c1
2% | 4% | 26% | -3 | -3%[60.1 µM] | 5% | -5% | 3% | -3% | CCOC(=O)COc1ccc(S(=O)(=O)NCc2ccncc2)cc1
0% | -5% | -14% | -12 | -11% | -2% | -4% | -13% | 0% | Cc1nc(NC(=O)CN(C)S(=O)(=O)c2ccc(Cl)cc2)sc1C
1% | -3% | -10% | -1 | -3% | i | 0% | -2% | 8% | COc1ccccc1C(=O)N1CCN=C1SCc1cccnc1
23% | -12% | 12% | 2 | 0% | -3% | -2% | ? | -1% | CC1CCCC(C)N1C(=O)COC(=O)c1nn(C)c(=O)c2ccccc12 (stereo not given)
5% | -11% | 194%[activator] | ? | -4% | -9% | 0% | -4% | 0% | CCN(CC)S(=O)(=O)c1ccc(NC(=O)c2cccnc2Cl)c(NC(=O)c2cccnc2Cl)c1
-1% | -6% | 52%[activator] | -2 | 5% | i | 0% | -3% | 5% | COc1ccccc1CN1CCNC(=O)C1CC(=O)N(C)Cc1cnccn1 (stereo not given)
? | ? | ? | -24 | -13% | -9% | -17% | 12% | -9% | O=C(N/N=C/c1ccccc1O)c1cccc(C(F)(F)F)c1
. | ? | -1% | 7 | -10% | -9% | . | . | -18% | CN(C(=O)COC(=O)c1ccccc1NCc1ccco1)c1c(N)n(Cc2ccccc2)c(=O)[nH]c1=O
33%[activator] | 10% | 30%&6%[activator] | 3 | 3%&-21% | -6% | 5% | -11% | ? | O=S(=O)(c1ccc(-c2ccccc2)cc1)N1CCOCC1
10% | -7% | ? | 6 | -1% | . | 3% | -7% | 15% | CC(C)CC(=O)N1CCN(Cc2ccc3c(c2)OCO3)CC1
? | -23% | 9% | -10 | 0% | . | -7% | -1% | 1% | N#Cc1cc(-c2ccccc2)nc(Oc2ccccc2)n1
32% | -12% | ? | -24 | -9% | 2% | -4% | 14% | ? | CCOC(=O)N1CCC(=NNC(=O)c2cc3ccccc3cc2O)CC1
30% | -5% | -8% | 29 | -5% | -8% | -10% | -6% | -8% | COc1cc(NC(=O)[C@@H](NC(=O)N2CCn3c2nc2ccccc23)C(C)C)cc(OC)c1
-1% | -15% | 6% | -3 | -15% | -5% | -2% | ? | -3% | CC1(C)C2CC=C(/C=N/n3cnnc3)C1C2 (stereo not given)
2% | -23% | 14% | -4 | -11% | -1% | 0% | -17% | -2% | O=C(c1ccccc1)c1cccc(NC(=O)C2CC2)c1

# Compound profiles, from the list above. Order of screens: POLB inh | POLH inh | POLI inh | RXFP1 antag | POLK inh | Tb PGK inh | BLM inh | Apoferritin bind | APE1 inh
# Record of C/C=C(\C)C(=O)Nc1cccc(C2=NOC3(C2)C[C@@H](C(N)=O)N(C(=O)/C(C)=C/C)C3)c1 (stereo not given in full) → 14% | -14% | 16% | . | 4% | -7% | -2% | -5% | 1%
# Record of Cc1sc2nc(SCC(=O)Nc3c(C)n(C)n(-c4ccccc4)c3=O)n(C)c(=O)c2c1C → 20µM* | ? | ? | -2 | -27% | 0% | -10% | -15% | -8%
# Record of CC1CCCC(C)N1C(=O)COC(=O)c1nn(C)c(=O)c2ccccc12 (stereo not given) → 23% | -12% | 12% | 2 | 0% | -3% | -2% | ? | -1%

# Taken from above.
# Reading for CCOCN(C(=O)Cn1c(CC(C)C)nc2ccccc21)c1c(C)cccc1CC under POLI inh: 3%
# Reading for CCc1ccc(C(=O)N2CCC(c3nc4ccccc4s3)CC2)cc1 under POLK inh: -8%
# Reading for O=c1c2ccccc2nnn1CSc1nnnn1-c1ccccc1 under Tb PGK inh: 5%

# The main list resumes; the two compounds before the break are reprinted first.
POLB inh | POLH inh | POLI inh | RXFP1 antag | POLK inh | Tb PGK inh | BLM inh | Apoferritin bind | APE1 inh | compound
-1% | -15% | 6% | -3 | -15% | -5% | -2% | ? | -3% | CC1(C)C2CC=C(/C=N/n3cnnc3)C1C2 (stereo not given)
2% | -23% | 14% | -4 | -11% | -1% | 0% | -17% | -2% | O=C(c1ccccc1)c1cccc(NC(=O)C2CC2)c1
3% | 6% | 22% | 5 | -8% | 3% | -3% | -10% | -3% | Cc1ccc(S(=O)(=O)N2CCN(C(=O)CSc3nc4ccccc4c(=O)[nH]3)CC2)cc1
. | -4% | 18% | 12 | -20% | 8% | . | . | . | CNc1ncnc(NC)c1[N+](=O)[O-]
-26% | 7% | 15% | -31 | -2% | -4% | 2% | -8% | 19%[12.4 µM] | O=C(CSc1nnc2c(n1)[nH]c1ccc(F)cc12)NC1CC1
. | -18% | 17% | -4 | 0% | -1% | . | . | . | Cc1ccc(N2CCN(C(=O)c3cn(CC4CCCCC4)nn3)C(C)C2)cc1 (stereo not given)
-10% | -19% | 120%[activator] | 2 | -5% | -8% | -4% | -13% | 45%[activator] | Cc1ccc(Cl)cc1N(CC(=O)NC1CCCC1)C(=O)c1csnn1
1% | -14% | 76%[activator] | -8 | 3% | 0% | -4% | 3% | 86%[activator] | COc1ccc(-n2nc(C(=O)NCC(=O)Nc3cc(Cl)c(OC)cc3OC)c3ccccc3c2=O)cc1
? | -6% | 5% | . | -11%[60.1 µM] | 0% | 1% | 0% | . | COc1cc2c(cc1OC)C(COc1ccc(F)cc1)N(C(=O)C(C)C)CC2 (stereo not given)
20% | -8% | 9% | -1 | -16% | 1% | -6% | 51%[activator] | 0% | CCOC(=O)c1sc(-c2ccc(OC)cc2)cc1N

# An excerpt of these results, with two lines to a compound.
# Results follow in this order: POLB inh	POLH inh	POLI inh	RXFP1 antag	POLK inh	Tb PGK inh	BLM inh	Apoferritin bind	APE1 inh
CCOC(=O)COc1ccc(S(=O)(=O)NCc2ccncc2)cc1
  2%	4%	26%	-3	-3%[60.1 µM]	5%	-5%	3%	-3%
Cc1nc(NC(=O)CN(C)S(=O)(=O)c2ccc(Cl)cc2)sc1C
  0%	-5%	-14%	-12	-11%	-2%	-4%	-13%	0%

# Compound activity: PubChem BioAssay, National Center for Advancing Translational Sciences (NCATS)

# These rows are one share of the data; count on the stated rates, not on these rows.
